mIAP act: mouse IAP activation. muIAP, CDP-Star luminescence, 30 min; stronger effect = higher value; 1 = vehicle-only enzyme signal, 0 = enzyme-free wells. activation factor at 10 µM. 330,000 compounds, 0.24% hits. AID 2805;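 active means activation factor of at least 2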; further: the source names both 10 and 20 µM as test concentration; values of inactives mirror those of a sister screen read the other way
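Assay system: mouse IAP enzyme; reagent: chemiluminescent substrate CDP-Star; dosing: test compounds delivered from DMSO solution; schedule: 30 min at room temperature; measured by: luminescence from enzymatic CDP-Star hydrolysis; controls: DMSO-only wells and no-enzyme negative control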
ATG4B inhibitor: blocks human ATG4B protease cleavage of LC3 substrate. ATG4B cleavage of LC3-PLA2, NBD-HPC fluorescence, 1 h. inhibition, % at 8.33 µM. 340,000 compounds, 0.51% hits. AID 504462; in the data active means inhibition above about 40%
Target sequence (Q9Y4P1 whole entry, looked up): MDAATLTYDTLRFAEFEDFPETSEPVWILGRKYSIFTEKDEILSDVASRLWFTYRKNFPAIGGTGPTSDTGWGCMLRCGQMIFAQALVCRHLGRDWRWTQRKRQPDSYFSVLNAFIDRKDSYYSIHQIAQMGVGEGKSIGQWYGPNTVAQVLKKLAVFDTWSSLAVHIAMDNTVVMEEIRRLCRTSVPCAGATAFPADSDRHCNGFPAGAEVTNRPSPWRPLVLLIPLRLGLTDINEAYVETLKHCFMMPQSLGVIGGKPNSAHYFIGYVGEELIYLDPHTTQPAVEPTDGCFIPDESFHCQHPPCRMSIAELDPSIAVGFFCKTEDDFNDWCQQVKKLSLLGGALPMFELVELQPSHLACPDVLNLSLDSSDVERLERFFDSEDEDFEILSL
APOBEC3A inh: human APOBEC3A DNA deaminase inhibition | 330,000 compounds, 0.41% hits | P31941 | inhibition, % at 20 µM | recombinant A3A, FAM/TAMRA ssDNA deamination fluorescence;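 active means at least 40% inhibition at 20 µM here, with at most 30% in a related deaminase screen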;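 further: plate controls were A3A with DMSO for no effect and wells lacking A3A enzyme for full effect; some results filed as inactive read as strong as hits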
Target sequence (P31941 whole entry, looked up): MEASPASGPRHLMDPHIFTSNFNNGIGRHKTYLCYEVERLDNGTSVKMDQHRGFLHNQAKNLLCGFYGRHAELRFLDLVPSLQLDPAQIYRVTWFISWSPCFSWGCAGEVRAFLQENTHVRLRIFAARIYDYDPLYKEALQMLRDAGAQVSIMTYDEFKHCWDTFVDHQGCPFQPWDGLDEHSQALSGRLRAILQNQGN
APOBEC3G inh: inhibitors of human APOBEC3G DNA deaminase. recombinant A3G, ssDNA deamination FAM/TAMRA fluorescence. inhibition, % at 20 µM. 330,000 compounds, 0.28% hits. Q9HC16;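 active means inhibition of at least 40% at 20 µM, with no more than 30% in the related APOBEC3A deaminase screen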;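 further: plate controls were DMSO wells with A3G for no effect and wells lacking A3G enzyme for full effect; some compounds called inactive have numbers as strong as hits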
Target sequence (Q9HC16 whole entry, looked up): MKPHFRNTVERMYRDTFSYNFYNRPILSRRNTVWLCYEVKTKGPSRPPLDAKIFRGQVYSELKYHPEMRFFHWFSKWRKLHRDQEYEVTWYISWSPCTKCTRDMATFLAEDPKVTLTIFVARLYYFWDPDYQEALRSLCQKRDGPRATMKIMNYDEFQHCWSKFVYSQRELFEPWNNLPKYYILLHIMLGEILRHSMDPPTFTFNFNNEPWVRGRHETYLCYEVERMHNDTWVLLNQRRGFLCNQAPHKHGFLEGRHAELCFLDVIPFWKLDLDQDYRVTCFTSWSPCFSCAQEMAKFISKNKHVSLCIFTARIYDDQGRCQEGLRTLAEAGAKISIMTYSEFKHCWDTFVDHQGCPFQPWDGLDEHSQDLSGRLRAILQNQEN
MIN6 prolif: MIN6 beta-cell proliferation induction | MIN6 cells proliferation, ATPlite luminescence, 48 h; cells starved in 0.2% serum; 100% = growth in 10% serum | 330,000 compounds, 0.29% hits | proliferation, % at 10 µM;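 active means compounds whose signal lies at least 3.5 SD above the mean of all wells on their plate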;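 further: 0% = DMSO-treated cells in low-serum medium and 100% = 10% serum control; some compounds called inactive have numbers as strong as hits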
MPTP block: blocks calcium-induced mitochondrial swelling; isolated mouse mitochondria, Ca2+ swelling absorbance, 30 min; inhibition, % at 10 µM; 360,000 compounds, 1.4% hits; AID 602449;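 active means inhibition of 50% or more, scaled per plate between neutral and stimulator controls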;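 further: 0% = DMSO wells given calcium and 100% = 1 mM EGTA wells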
mIAP inh: blocks mouse intestinal alkaline phosphatase. purified mouse IAP, CDP-Star luminescence, 30 min. inhibition, % at 10 µM. 330,000 compounds, 0.2% hits. AID 2806;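 active means inhibition of at least 40% at 10 µM in the primary screen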;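 further: plate controls were DMSO with enzyme for no effect and no enzyme wells for full effect; values of inactives mirror those of a sister screen read the other way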
hIAP act: human IAP activation. P09923. purified human IAP, CDP-Star luminescence, 30 min; stronger effect = higher value; 1 = vehicle-only enzyme, 0 = enzyme-free background. activation factor at 10 µM. 330,000 compounds, 0.16% hits. AID 2524;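 active means activation factor of the enzyme at least 2-fold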; further: the source names both 10 and 20 µM as test concentration; values of inactives mirror those of a sister screen read the other way
hIAP block: blocks human intestinal alkaline phosphatase. purified IAP, CDP-Star luminescence, 30 min. inhibition, % at 10 µM. 330,000 compounds, 0.12% hits;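 active means inhibition reaching a set limit with compound at 10 µM in the primary screen, cut at about 35% in these data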;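 further: plate controls were DMSO wells with enzyme for no effect and no-enzyme buffer wells for full effect; values of inactives mirror those of a sister screen read the other way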
* = called active by the depositor; · = no result given.

SMILES	mIAP act	ATG4B inhibitor	APOBEC3A inh	APOBEC3G inh	MIN6 prolif	MPTP block	mIAP inh	hIAP act	hIAP block
COC(=O)c1ccccc1NC(=O)C1CCCN(S(=O)(=O)c2ccc(OC)cc2)C1 (configuration not stated)	0.984	-0.5	-2.4	-4.5	2.0	0.5	1.6	0.908	9.2
CCN(CC)C(=O)CN1CCN(Cc2ccc3c(c2)OCO3)CC1	1.09	2.4	-6.9	-6.7	-2.3	-0.3	-9.1	1.12	-11.9
O=C1C=C(O)C(n2cncn2)C(c2ccc(F)cc2)C1 (configuration not stated)	1.02	2.1	1.9	1.3	-2.9	-1.9	-2.1	1.1	-10.3
COc1ccc(N2C(=O)/C(=C\c3ccco3)N=C2SCC(=O)NC(C)(C)C)cc1Cl	0.823	1.0	1.9	-2.8	0.0	0.4	17.7	0.972	2.8
CCOC(=O)c1cc(-c2ccc(F)cc2)n(CC(=O)Nc2nccs2)c1C	0.842	-15.3	-3.4	-4.9	0.8	-1.0	15.8	1.08	-8.2
O=C(/C=C/c1ccc(S(=O)(=O)N2CCOCC2)cc1)NC(=S)NCCCn1ccnc1	1	-5.4	3.4	-4.3	-1.5	-0.4	-0.1	1.11	-10.8
CCc1ccccc1NC(=O)N[C@H](C(=O)O)C(C)CC (some centres not stated)	1	-4.0	0.9	0.0	-1.8	-1.7	-0.2	0.966	3.4
CCOC(=O)N1CCC(Nc2c(Nc3ccc(C)c(C)c3)c(=O)c2=O)CC1	1	-7.8	5.3	0.8	-3.0	15.8	-0.1	0.918	8.2
NC(=O)CSc1ccc(S(=O)(=O)N2CCCCC2)cn1	1.05	-0.2	0.9	-2.6	-0.7	-1.0	-5.1	0.867	13.3
COc1cc(/C=C2/C(=O)N=C(N)N2C)cc(OC)c1OC	1	1.1	0.3	0.6	0.5	-1.4	-0.3	1.03	-3.3
O=c1ccccn1Cc1c(F)cccc1Cl	1.06	-1.0	-1.3	-2.9	1.0	-0.3	-5.8	0.935	6.5
O=C(NC(=S)NCCc1ccccc1)C1CCCCC1	1.06	5.7	2.4	-2.7	-5.7	-0.1	-5.6	0.924	7.6
Cc1ccnc(N2C(=O)CSC2c2ccc(Cl)cc2)c1 (configuration not stated)	0.959	3.7	-3.4	-8.1	0.0	1.9	4.1	1.19	-18.7
Cc1ccc(F)c(NC=C2C(=O)OC(C)(C)OC2=O)c1	1.13	8.8	-0.3	-0.1	-0.3	0.0	-13.4	1.26	-25.7
CCOc1cc(C(C(=O)NCC2CCCO2)N(C(=O)Cn2nnc3ccccc32)c2ccccc2OC)ccc1O (configuration not stated)	1.01	-6.9	-2.8	-8.2	0.0	1.0	-0.6	1.19	-18.8
COC(=O)CCNS(=O)(=O)c1ccc2ccccc2c1	1.13	-9.2	2.3	-4.6	0.0	1.4	-13.4	1.05	-5.0
COc1ccc2[nH]cc(CCNC(=O)C3CC(=O)N(c4ccc(Cl)cc4)C3)c2c1 (configuration not stated)	1.03	-3.3	-2.6	11.6	0.0	0.3	-3.1	0.951	4.9
CCC(C)NC(=O)C1CCC(=O)N1CCc1ccccc1 (configuration not stated)	0.974	15.2	-1.8	-6.0	-2.9	-1.2	2.6	0.91	9.0
COc1ccc(CN(C(=O)c2cc3ccccc3oc2=O)C2CCS(=O)(=O)C2)cc1OC (configuration not stated)	0.937	-1.3	-2.3	-7.5	-2.6	-2.4	6.3	0.979	2.1
O=[N+]([O-])c1ccccc1N/N=C/c1cc2ccccc2nc1Cl	0.932	11.6	1.0	-1.2	-1.0	4.2	6.8	1.03	-3.5
COc1cccc(N2CCN(Cc3nc4ccccc4c(=O)[nH]3)CC2)c1	0.977	0.5	-5.4	-4.5	-2.2	0.4	2.3	1.03	-2.8
CC(=O)c1ccc2noc(-c3ccccc3)c2c1	1.07	4.8	-2.5	-6.5	-4.4	-0.8	-6.9	1.13	-12.6
Cc1ccc2occ(/C=N/NC(=O)c3ccccc3O)c(=O)c2c1	0.849	11.7	2.6	-3.2	-2.2	1.6	15.1	1.21	-21.4
C[C@H](CO)N1C[C@H](C)[C@@H](CN(C)S(=O)(=O)c2cn(C)cn2)Oc2c(NS(=O)(=O)c3ccccc3)cccc2C1=O	1.15	4.2	-0.4	4.9	-0.5	-0.8	-14.6	1.1	-9.8
CCOC(=O)c1sc(=NC(=O)C2CC2)n(C)c1C	1.12	8.3	-7.9	-13.9	-3.7	5.4	-11.9	0.988	1.2
O=C(CN(C(=O)c1csnn1)c1cccc(F)c1)NCc1ccc2c(c1)OCO2	1.04	-0.9	-3.0	-8.9	1.7	-1.5	-4.2	1.09	-8.7
COCCn1c(=S)[nH]c2cc(C(=O)NCCCN3CCOCC3)ccc2c1=O	1.06	3.5	0.6	-0.3	-2.2	2.0	-6.3	0.982	1.8
O=C1CCN(Cc2ccc([N+](=O)[O-])cc2)CCN1CCO	1	-1.8	-3.3	-8.3	-0.9	-1.2	-0.4	1.07	-7.1
C=CCNC(=O)c1ccc2c(c1)S(=O)(=O)c1ccccc1C2=O	1.06	0.0	4.7	5.5	-0.7	2.3	-6.4	1	-0.4
C=CCN=C(CC)C1=C(O)CCCC1=O	0.968	-7.6	-5.6	-8.3	1.8	2.7	3.2	1.05	-4.8
Fc1cccc(CSc2ccc3nnc(-c4cccnc4)n3n2)c1	0.862	-6.0	1.7	-3.6	2.2	0.4	13.8	1.03	-3.2
Cc1ccc(C(=O)c2ccccc2C(=O)OCC(=O)NC(=O)NC(C)(C)C)cc1	1.07	-3.3	-2.7	0.7	-4.7	0.9	-6.9	1.06	-5.9
CCOC(=O)C1=C(C)N(C)C(C)=C(C(=O)OCC)C1c1ccsc1	0.932	-9.1	1.3	-0.5	1.6	5.1	6.8	0.991	0.9
Cc1cc(OCCn2cnc3ccccc3c2=O)ccc1[N+](=O)[O-]	0.953	-0.6	1.0	-4.6	0.0	4.0	4.7	1.02	-2.0
CC1OC(OC2C(Oc3c(-c4ccc(O)cc4)oc4cc(O)cc(O)c4c3=O)OC(COC3O[C@@H](C)[C@H](O)[C@@H](O)C3O)C(O)C2O)C(O)C(O)C1O (some centres not stated)	0.935	6.2	-3.7	4.6	-2.6	-0.2	6.5	0.942	5.8
CC(C)[C@H](NC(=O)c1cc2cc(Cl)ccc2n1C)C(=O)N[C@@H](C(=O)O)c1ccccc1	1.05	1.0	0.3	-5.6	2.1	0.0	-5.5	0.972	2.8
COC(=O)c1ccc(NC(=O)Cn2nc(-c3ccncc3)nc2SCC(=O)Nc2nccs2)cc1	0.976	-4.5	-0.9	-5.6	-2.3	1.2	2.4	0.86	14.0
Fc1ccc(CNc2nc(-c3ccco3)cc(C(F)(F)F)n2)cc1	0.874	41.3*	-3.5	-6.6	-5.6	7.0	12.6	0.962	3.8
CC(=O)c1ccc(N2CCN(C(=O)c3ccc(C(=O)c4ccccc4)cc3)CC2)cc1	1.1	-7.2	-6.3	-6.2	-4.5	-0.9	-10.2	1.14	-14.3
CCOC(=O)C1CCN(c2ccc([N+](=O)[O-])cc2)CC1	0.857	1.8	-3.8	-4.8	-0.8	1.4	14.3	1.12	-12.4
CCOC(=O)c1ccc(N2C(=O)C(O)=C(C(C)=O)C2c2ccccc2)cc1 (configuration not stated)	1.09	1.2	1.5	3.9	-2.7	-0.4	-9.3	1.1	-10.1
COCCn1cnc2cc(C)c(C)cc21	1.07	-5.3	0.7	-6.0	-2.1	1.2	-7.4	1.25	-25.3
Cc1ccc(-c2nnc(NCc3nc4ccccc4[nH]3)c3ccccc23)cc1S(=O)(=O)N1CCOCC1	0.868	-16.5	1.7	-4.4	-2.7	0.2	13.2	1.08	-8.4
O=C(N[C@@H](Cc1ccccc1)C(=O)O)c1c(F)c(F)c(F)c(F)c1F	0.948	6.4	1.0	-2.8	-1.7	-0.1	5.2	1.05	-4.7
COC(=O)c1cc(OC)c(OC)cc1NC(=S)N1CCOCC1	1.03	-8.4	-3.7	-10.5	-2.1	4.6	-2.6	0.917	8.3
CCN1/C(=C/C=C/c2sc3ccccc3[n+]2CC)Sc2ccccc21	0.517	23.7	30.0	7.7	-8.1	136.1*	48.3*	0.626	37.4*
Cc1cc(=O)[nH]c(SCC(=O)Nc2cc(S(=O)(=O)N(C)C)ccc2Cl)n1	1.04	-4.2	-2.6	-3.1	-0.8	-0.1	-4.3	0.985	1.5
N#Cc1cccc(C(=O)Nc2cccc(S(=O)(=O)N3CCCC3)c2)c1	0.904	-1.7	-2.1	-8.6	1.1	-0.4	9.6	1.19	-19.3
COc1ccc(C(C(=O)NC2CCCC2)N(Cc2ccco2)C(=O)c2snc(C(N)=O)c2N)cc1OC (configuration not stated)	1.01	-4.8	-2.8	-5.4	-2.0	-0.8	-0.9	0.893	10.7
COc1cccc(CNS(=O)(=O)c2cccc(S(=O)(=O)N3CCOCC3)c2)c1	1.08	-15.8	-3.2	2.3	-2.5	0.3	-8.0	1.01	-0.9
CC1(c2ccc(OC(F)F)cc2)NC(=O)N(CC(=O)NC2CCCC2)C1=O (configuration not stated)	0.961	3.9	-1.7	-6.9	-1.5	0.8	3.9	1.03	-3.4
COc1ccc(S(=O)(=O)N(C)C)cc1NC(=O)CCCSc1ccccc1	1.01	-2.2	0.9	-2.8	-1.1	-0.6	-1.3	0.981	1.9
O=C(OCc1ccc(Cl)cc1)c1ccccc1C(=O)c1ccccc1	0.909	11.3	4.6	-0.2	-3.6	4.2	9.1	0.985	1.5
O=C(Nc1nc2n(n1)C(c1ccc(Cl)cc1)CC(c1ccc(Cl)cc1)N2)c1ccco1 (configuration not stated)	0.94	-0.8	-3.0	-5.5	-6.0	·	6.0	1.13	-13.4
COC(=O)c1ccc(/C=N/NC(=O)CC(=O)NC(C)C)cc1	0.853	-3.5	-3.8	-6.9	-1.3	1.7	14.7	0.905	9.5
COc1ccccc1-c1ccc(=O)n(CC(=O)Nc2ccc(C(=O)N3CCCC3)cc2)n1	1.02	-10.8	0.6	-1.2	-3.4	-1.2	-1.9	0.954	4.6
CCOC(=O)c1c(C)[nH]c(C)c1C(=O)COC(=O)Cc1n[nH]c(=O)c2ccccc12	0.892	-3.2	11.9	-5.1	0.6	-1.4	10.8	0.919	8.1
O=C(O)c1cccc(CSc2nnc(COc3ccccc3)o2)c1	0.914	-0.3	-3.7	-3.7	-0.3	-0.7	8.6	0.911	8.9
CSc1ccc(-c2cccc([N+](=O)[O-])c2)nn1	0.953	4.1	23.7	-1.4	2.0	-2.8	4.7	1.08	-8.2
O=C(CSc1nc2[nH]ncc2c(=O)[nH]1)Nc1cccc(Cl)c1	1.06	-1.0	2.6	-2.7	-1.0	-0.9	-5.9	1.04	-4.1
COc1ccccc1NCN1C(=O)CCC1=O	0.979	-4.8	-4.1	1.3	-0.5	-2.3	2.1	0.944	5.6

Hits appear at their usual frequency; any-hit rate near 3.3%.
